# Screening data from PubChem.
# inhibitors of VEEV = inhibitors of VEEV TC-83 cytopathic effect, confirmation, Vero cells (AID 588727); Vero cells, VEEV TC-83 cytopathic effect inhibition; higher % means a stronger effect; 350,000 compounds, 0.13% hits; one-dose inhibition, % at 20 µM; IC50 in µM for titrated hits; in the data active = a potency from the dose series; inconclusive = inhibition mostly from about 14% at the one dose, without a potency; inactive = the rest, 99 in 100 with inhibition below about 12%; also: strong numbers were not always called active
# influenza NS1A = H1N1 influenza NS1A inhibitors, functional cell based assay (AID 504329). NS1A functional cell-based assay, percent inhibition; higher % means a stronger effect. inhibition, % at 12.5 µM; hits with a dose series show IC50 in µM. 340,000 compounds, 0.3% hits; in the data active = a potency from the dose series; inconclusive = inhibition above about 27% without an active follow-up result; also: strong numbers were not always called active
# tuberculosis growth = growth inhibition of non-replicating M. tuberculosis (AID 488890) | Mycobacterium tuberculosis non-replicating, growth inhibition; higher % means a stronger effect | inhibition, % at 25 µM; hits with a dose series show IC50 in µM | 320,000 compounds, 0.39% hits; in the data active = a potency from the dose series; inconclusive = inhibition mostly from about 82% at the one dose, without a potency; inactive = the rest, 99 in 100 with inhibition below about 76%;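 also: plate controls were DMSO cells for no effect and high antibiotic wells for full effect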
# PhoP GFP inhibition = PhoP regulon inhibitors, Salmonella typhi PhoP promoter GFP reporter, confirmatory (AID 1850) | 310,000 compounds, 0.33% hits | Salmonella Typhi PhoP-promoter GFP reporter, fluorescence, 4 h; higher % means a stronger effect | one-dose inhibition, % at 50 µM; IC50 in µM for titrated hits; in the data active = a potency from the dose series; inconclusive = inhibition mostly from about 25% at the one dose, without a potency; inactive = the rest, 99 in 100 with inhibition below about 19%;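 also: 0% = induced wells with vehicle and 100% = uninduced wells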
# M. tuberculosis HTS = M. tuberculosis growth inhibition, HTS (AID 449762). M. tuberculosis H37Rv growth inhibition, 7H9 media; higher % means a stronger effect. inhibition, % at 25 µM; hits with a dose series show IC50 in µM. 330,000 compounds, 0.59% hits; in the data active = a potency from the dose series; inconclusive = inhibition above about 70% without an active follow-up result;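 also: bacterial growth assessed after seven days of incubation; strong numbers were not always called active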
# inhibitors of VEEV 10K pilot screen = second read-out of inhibitors of VEEV, no call of its own (marks repeat the call); inhibition, %; measured here: 10K pilot screen inhibition
# * marks the source's active call; other numbers are inactive results; i = inactive; ? = inconclusive; / = not tested or not shown.
SMILES,inhibitors of VEEV,influenza NS1A,tuberculosis growth,PhoP GFP inhibition,M. tuberculosis HTS,others
CC(C)(C)C1=CC(=Nc2ccccc2N)C=C(C(C)(C)C)C1=O,2.8%,11µM*,-10%,-6%,-4%,
O=P(c1ccccc1)(c1ccccc1)N1CCCCC1,0.4%,-15%,6%,-8%,-3%,
CC(=O)Nc1cccc(OC(=O)N2CCOCC2)c1,5.7%,-3%,-4%,-9%,4%,
COc1ccc(C2CC(c3ccccc3)=NN2S(=O)(=O)c2ccc(C)cc2)c(OC)c1 (stereo not drawn),4.6%,2%,35%,-7%,-10%,
CC(=O)CC(C)(C)Nc1nc2ccc([N+](=O)[O-])cc2o1,i,-2%,-18%,3%,-8%,
CCOc1ccc(NC(=S)N2CCN(CCN3C(=O)c4cccc5cccc(c45)C3=O)CC2)cc1,0.5%,-8%,22%,-12%,-6%,
O=C(O)c1ccc(C(=O)O)c(C(=O)c2ccc(NC(=O)c3ccccc3)cc2)c1,1.7%,17%,-8%,1%,-2%,
CC1(C)NC(=O)N(CC(=O)OCC(=O)c2ccc(Cl)s2)C1=O,i,4%,9%,/,6%,
O=C(COC(=O)c1ccc(CO)cc1)Nc1ccc2ccccc2c1,1.3%,-4%,2%,/,-22%,
COc1ccc(OC)c(Nc2nc(NCc3ccco3)c3ccccc3n2)c1,9.7%,-3%,66%,-4%,?,

# 5 entries drawn at random from those above:
SMILES,inhibitors of VEEV,influenza NS1A,tuberculosis growth,PhoP GFP inhibition,M. tuberculosis HTS,others
O=C(COC(=O)c1ccc(CO)cc1)Nc1ccc2ccccc2c1,1.3%,-4%,2%,/,-22%,
O=C(O)c1ccc(C(=O)O)c(C(=O)c2ccc(NC(=O)c3ccccc3)cc2)c1,1.7%,17%,-8%,1%,-2%,
CC1(C)NC(=O)N(CC(=O)OCC(=O)c2ccc(Cl)s2)C1=O,i,4%,9%,/,6%,
CC(C)(C)C1=CC(=Nc2ccccc2N)C=C(C(C)(C)C)C1=O,2.8%,11µM*,-10%,-6%,-4%,
COc1ccc(C2CC(c3ccccc3)=NN2S(=O)(=O)c2ccc(C)cc2)c(OC)c1 (stereo not drawn),4.6%,2%,35%,-7%,-10%,

# Returning to the listing, starting 2 compounds before the break.
SMILES,inhibitors of VEEV,influenza NS1A,tuberculosis growth,PhoP GFP inhibition,M. tuberculosis HTS,others
O=C(COC(=O)c1ccc(CO)cc1)Nc1ccc2ccccc2c1,1.3%,-4%,2%,/,-22%,
COc1ccc(OC)c(Nc2nc(NCc3ccco3)c3ccccc3n2)c1,9.7%,-3%,66%,-4%,?,
O=S(=O)(c1ccccc1)N(Cc1nc(-c2ccccc2)no1)C1CCCCC1,0.9%,-5%,25%,-8%,19%,
COc1ccc(NS(=O)(=O)c2cccc(C(=O)N3CCCCCCC3)c2)cc1,0.9%,-4%,12%,/,-7%,
Cc1ccc(C(=O)Oc2coc(CSc3nnc(NC(=O)c4cccs4)s3)cc2=O)cc1,1.1%,-7%,1%,4%,-4%,
CC(C)C[C@H]1CNC(=S)N1CC1CCCN1C[C@H](Cc1ccccc1)N1C[C@H](Cc2ccc(O)cc2)N(CC2CCCCC2)C1=S (stereo partly drawn),0.9%,0%,/,/,/,
NC(=O)CC[C@@H]1NC(=O)[C@@H]2CCCN2C(=O)c2cc([N+](=O)[O-])cc(I)c2NCCC[C@@H](C(=O)NC(CC(=O)O)C(N)=O)NC1=O (stereo partly drawn),/,/,-6%,-27%,-2%,
CC(C)Oc1ccc(Br)cc1/C=N\NC(N)=S,0.5%,18%,?,-10%,0%,
Cc1cccc(NC(=O)Cn2c(O)c(N=NC(=O)c3ccncc3)c3ccccc32)c1,2.4%,-16%,0%,-13%,4%,
COc1ccc(/C=N/NC(=O)c2snnc2C)c(OC)c1OC,1.7%,-5%,4%,-18%,8%,
CC(C)c1cc(=O)n2[nH]c(SCc3ccccc3Cl)nc2n1,1.0%,-8%,30%,-11%,2%,
Cc1ccc(S(=O)OCC(=O)Nc2cc(Cl)ccc2N2CCOCC2)cc1 (stereo not drawn),1.6%,11%,-2%,-3%,7%,
CCOC(=O)N1CCN(c2nc(=S)n(-c3ccccc3)c(C)c2C(C)=O)CC1,0.7%,1%,11%,11%,-2%,
Fc1ccc(-c2ccnc(=S)[nH]2)cc1,0.8%,-7%,?,15%,?,
COc1ccc(-c2cc(=O)c3cc(OC)c(OC)cc3[nH]2)cc1,0.5%,-19%,-2%,-39%,-2%,
CCNC(=S)N(CCO)Cc1cc2cc3c(cc2[nH]c1=O)OCO3,0.9%,-6%,-24%,4%,2%,
COc1ccccc1C(=O)Nc1ccc(OCC(=O)N2CC(C)OC(C)C2)cc1 (stereo not drawn),4.1%,-12%,8%,/,-1%,
CN(C)S(=O)(=O)c1ccc(-c2ccccc2)cc1,3.0%,-4%,3%,-3%,9%,
Cc1c(NS(=O)(=O)c2ccc3c(c2)n(C)c(=O)n3C)c(=O)n(-c2ccccc2)n1C,0.3%,-10%,-1%,-3%,-4%,
O=c1[nH]ncc(N/N=C\c2cccs2)c1Cl,0.5%,6%,14%,-1%,2%,
CCCC(NC(=O)C(C)Sc1nnnn1C1CC1)c1ccccc1 (stereo not drawn),i,2%,18%,/,-4%,
N#CCC(=O)N/N=C/c1cn(Cc2ccc3ccccc3c2)c2ccccc12,0.2%,1%,-14%,-10%,-4%,
CCCCC#Cc1cncc(C(=O)N/N=C/c2ccccc2)c1,0.1%,2%,78%,-11%,?,
Cc1c(-n2c(O)c(C3=c4ccccc4=NC3=O)sc2=O)c(=O)n(-c2ccccc2)n1C,0.5%,1%,-14%,-2%,-6%,
CCN(CC)C(=O)/C=C/c1ccccc1,1.4%,-21%,-7%,/,5%,
CCCCc1nnc(SCC(=O)Nc2nccs2)n1C,1.0%,-4%,-8%,-9%,3%,
O=C(NCc1ccncc1)C1CCN(S(=O)(=O)c2cc(Cl)ccc2Cl)CC1,1.0%,-3%,-5%,13%,6%,
Cc1cc(C)n(CC(C)NC(=O)c2cc(COc3c(F)cccc3F)on2)n1 (stereo not drawn),1.1%,-2%,8%,1%,3%,
CCS(=O)(=O)N1CCCC(C(=O)NCc2ccccc2Cl)C1 (stereo not drawn),i,-3%,-2%,-14%,-5%,
COc1ccccc1N1CCN(c2nc(C)nc3c2oc2ccccc23)CC1,6.2%,-3%,?,-1%,?,
COc1c(C=NNC(N)=O)c(OC)c(OC)c2c1CCO2,i,-2%,/,/,/,
O=C(CCCCC(=O)OCC1CCCO1)OCC1CCCO1 (stereo not drawn),1.5%,-25%,/,/,/,
O=C(Nc1ccc(F)cc1)Nc1ccc(N2CCCC2)c(S(=O)(=O)Nc2ccccc2Cl)c1,0.6%,-6%,27%,-7%,5%,
CCN(C[C@H]1N[C@@](Cc2ccccc2)(C(=O)OC)[C@H]2C(=O)N(C)C(=O)[C@@H]12)C(=O)c1ccc(C(C)(C)C)cc1,0.3%,-12%,67%,/,3%,
COc1ccc2nc3oc(C(=O)N4CCC(C(N)=O)CC4)cc3cc2c1,5.3%,-21%,6%,5%,-8%,
COC(=O)[C@@]1(C)[C@H]2C(=O)N(C)C(=O)[C@H]2[C@H]2CN=C(SCc3ccc(C#N)cc3)N21,i,5%,/,/,/,
CCOc1ccc(NC(=O)CN2C(=O)COc3ccc(Cl)cc32)cc1,0.6%,1%,14%,8%,0%,
Cc1cc(C(=O)N/N=C/c2ccco2)c2ccccc2n1,i,14%,-2%,-4%,0%,
CCn1c(=O)c2cc(C(=O)NCCCOC)sc2c2ccccc21,7.8%,-4%,-9%,-4%,-6%,
CC(=O)C1=C(c2cccc([N+](=O)[O-])c2)N(C(C)=O)n2c(C)nnc2S1,42%,8%,7%,-5%,0%,
COC(=O)c1[nH]c2cccc(C)c2c1NC(=O)CN1CCCc2ccccc21,8.6%,5%,21%,1%,16%,
COCCNCC(=O)C12CC3CC(CC(C3)C1)C2,?,-9%,13%,-5%,2%,
Cc1nn2c(NCc3ccccn3)cc(C(C)(C)C)nc2c1-c1ccccc1,2.8%,-7%,?,-1%,?,
Nc1ccc(S(=O)(=O)c2cccc(N)c2)cc1,1.0%,7%,31%,0%,-13%,
O=C1C=C(c2ccccc2C(F)(F)F)C[C@@H](c2ccc3c(c2)OCO3)C1,1.8%,1%,15%,/,3%,
CCCN(Cc1nnc(-c2ccccc2Cl)o1)C(=O)c1ccc(C)c(S(=O)(=O)N2CCOCC2)c1,8.7%,-9%,/,-4%,-8%,
CC(C)CC(=O)Nc1nnc(S(=O)(=O)Nc2ccccc2)s1,0.8%,1%,-3%,3%,4%,
Cn1c(=O)c2c3c(sc2n2c(SCC(N)=O)nnc12)CC(C(C)(C)C)CC3 (stereo not drawn),i,-4%,52%,2%,19µM*,
O=C(C1COc2ccccc2O1)N1CCN(c2ccccc2F)CC1 (stereo not drawn),i,-2%,36%,19%,7%,
CCC(=O)N1CCN(c2ccc(NC(=O)c3cc4ccccc4o3)cc2)CC1,9.6%,9%,48%,0%,51%,inhibitors of VEEV 10K pilot screen=7.9
O=C1NC(Cc2ccccc2)C(=O)Nc2ccc(Br)cc21 (stereo not drawn),i,-3%,-7%,-4%,-2%,
O=C(CSc1ncnc2sc3c(c12)CCCC3)N1CCC(c2noc3ccc(F)cc23)CC1,i,2%,-11%,4%,?,

# More compounds.
SMILES,inhibitors of VEEV,influenza NS1A,tuberculosis growth,PhoP GFP inhibition,M. tuberculosis HTS,others
C=CCOc1ccc2ccccc2c1/C=N/O,0.8%,-27%,4%,4%,7%,
COc1ccc(-c2cc(C(=O)N3CC4(C)CC3CC(C)(C)C4)no2)cc1 (stereo not drawn),i,4%,-10%,-6%,50%,
Cc1ccccc1N1CCN(C(=S)c2ccc(-c3ccc([N+](=O)[O-])cc3)o2)CC1,i,5%,42%,-10%,-2%,
CCCOC(=O)Cc1n[nH]c(=O)[nH]c1=O,1.4%,4%,-9%,9%,-1%,
Cc1ccc(CCNS(=O)(=O)c2ccc3c(c2)N(C)CCO3)cc1,1.3%,-5%,7%,0%,-1%,
O=[N+]([O-])c1ccc(Nc2ccc(F)cc2)nc1,1.4%,-2%,12%,-6%,-2%,
O=C(NCC1CC1)c1cccc2c1C(=O)c1ccc(N3CCCC3)cc1S2(=O)=O,1.4%,-8%,31%,/,-3%,
Cc1nc2ccc(Cc3ccc4nc(C)[nH]c4c3)cc2[nH]1,5.3%,-11%,4%,-14%,-8%,
CCn1c(Cc2ccccc2)nnc1SCC(=O)Nc1ccc2c(c1)OCCO2,1.7%,5%,8%,-3%,-10%,
CCOc1ccc(C(=O)NCC(=O)NCCCSc2ccccc2)cc1OCC,2.2%,-13%,4%,-10%,-6%,
c1ccc(-c2nc3c4ccccc4ccn3c2CN2CCOCC2)cc1,i,4%,9%,6%,6%,
Nc1ccc(C(=O)OCC(=O)N2CCc3ccccc3C2)cc1[N+](=O)[O-],9.5%,-7%,/,-1%,7%,
O=C(CSc1ccccc1)Nc1nnc(C2CC2)s1,1.5%,-6%,59%,-3%,3%,
CC(C)NC(=S)N1CCN(Cc2ccc3c(c2)OCO3)CC1,0.3%,-2%,-3%,-4%,0%,inhibitors of VEEV 10K pilot screen=0.3
O=C(CN1CCN(CC(=O)Nc2ccc(OCc3ccccc3)cc2)CC1)Nc1ccc(F)cc1,i,-6%,37%,10%,?,
COc1ccccc1-c1n[nH]c(=S)n1Cc1ccccc1,1.0%,-1%,-20%,-7%,2%,
C/C(=N\N=C(N)N)c1ccccc1,i,-10%,-1%,13%,2%,
O=C(NC1CCCc2ccccc21)c1ccc([N+](=O)[O-])cc1 (stereo not drawn),0.0%,3%,76%,3%,4%,
Cc1ccc(-c2cc(C(=O)Nc3cccc(S(=O)(=O)N(C)C)c3)c3ccccc3n2)o1,10%,4%,9%,9%,1%,
CC(C(=O)Nc1ccccn1)N1C(=O)C2C3C=CC(C3)C2C1=O (stereo not drawn),0.7%,3%,6%,17%,1%,inhibitors of VEEV 10K pilot screen=0.0
Cc1ccc(S(=O)(=O)N2CCOCC2)cc1NC(=O)COc1ccccc1Cc1ccccc1,4.6%,-24%,43%,/,4%,
O=S1(=O)N=C2CCCCCN2C(c2ccc(Cl)cc2)N1 (stereo not drawn),0.8%,-7%,18%,-8%,-1%,
CCCCn1c(SCc2nc3ccccc3s2)nc2ccccc2c1=O,1.2%,7%,-10%,2%,15%,
CCCNC(=O)NC1C(NC(=O)NCCC)N(C)C(=O)N1C (stereo not drawn),0.7%,-1%,-11%,0%,-6%,
Cc1sc2ncnc(N3CCC(C(=O)Oc4cccc(Cl)c4Cl)CC3)c2c1C,0.9%,3%,22%,-14%,?,
